Screening data from PubChem BioAssay.
JMJD2E inh: JMJD2E (human) inhibition; JMJD2E catalytic domain, FDH-coupled NADH fluorescence (FDH is formaldehyde dehydrogenase); 1.6% of 230,000 active; B2RXH2; Potency, µM (series often up to 57.1 µM), without a hit: at the top dose activity change, negative = inhibition, hits mostly inhibitors; AID 2147; active means well fitted inhibition curve with a large enough effect, not every such curve was filed as active; inconclusive means small, poorly fitted or top-dose-only effect, or another doubt; inactive means no such curve, though single readings can be large or run the other way;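 further: 0% = wells with enzyme and -100% = buffer wells without enzyme; nearly all actives have a fitted effect of over 50% in size; many of its hits are not listed in these tables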
Target sequence (B2RXH2 1-337 limits assumed): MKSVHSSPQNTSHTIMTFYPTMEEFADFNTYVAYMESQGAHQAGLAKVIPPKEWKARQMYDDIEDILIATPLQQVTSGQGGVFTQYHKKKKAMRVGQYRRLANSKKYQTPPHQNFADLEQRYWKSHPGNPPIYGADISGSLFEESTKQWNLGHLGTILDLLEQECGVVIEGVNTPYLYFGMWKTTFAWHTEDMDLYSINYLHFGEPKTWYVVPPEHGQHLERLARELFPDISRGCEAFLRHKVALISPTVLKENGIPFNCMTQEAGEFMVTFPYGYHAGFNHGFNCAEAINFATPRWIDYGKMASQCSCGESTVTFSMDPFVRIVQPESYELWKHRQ
Tau fluor cs: counter-screen for tau fibril formation inhibitors; tau K18 P301L Alexa594 fluorescence, heparin fibrillization; Potency, µM (doses to about 57.7 µM), without a hit: at the top dose activity change, negative = decrease; 0.93% of 280,000 active; AID 1463; further: on the % scale 0 is the no-effect control and ±100 the full control effect; nearly all actives have a fitted effect of over 55% in size
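Human tau K18 P301L (15 uM unlabeled, 0.24 uM Alexa 594-labeled) in 100 mM sodium acetate pH 7 with 20 uM heparin, 6 hr at 37 C. ThT 30 uM added, 1 hr ambient; Alexa 594 FP and total fluorescence read at 555/632 nm.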
Tau FP inhib: tau fibrillization inhibition (FP). AID 1468. P10636. Potency, µM (highest dose often 57.7 µM), without a hit: at the top dose activity, negative = inhibition, actives largely listed as inhibitors. K18 P301L tau heparin fibrillization, Alexa594 FP, 6 h. 0.39% of 280,000 active; further: on the % scale 0 is the no-effect control and ±100 the full control effect; nearly all actives have a fitted effect of over 55% in size
Target sequence (P10636 561-689 P618L limits assumed): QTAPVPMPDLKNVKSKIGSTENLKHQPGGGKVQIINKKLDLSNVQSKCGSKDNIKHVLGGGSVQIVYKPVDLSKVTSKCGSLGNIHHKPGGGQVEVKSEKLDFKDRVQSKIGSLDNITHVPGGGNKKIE
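Human tau K18 […] P301L fragment, 15 uM unlabeled plus 0.24 uM Alexa 594-labeled tau (final), with compound and 20 uM heparin in 100 mM sodium acetate pH 7; 6 hr at 37 C, then Alexa 594 FP read.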
HTT aggregate: inhibitors of mutant huntingtin aggregate formation in PC12 cells | AID 1688 | Potency, µM (top dose mostly 46.1 µM), without a hit: at the highest dose activity change, negative = inhibition, usual class: inhibitors | 1.1% of 220,000 active | PC12 HttQ103-GFP aggregates, Acumen cytometry, 40 h; further: on the % scale 0 is the no-effect control and ±100 the full control effect; nearly all actives have a fitted effect of over 60% in size
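Aggregate formation scored by laser-scanning cytometer (488 excitation, 500–530 emission) in lysed PC12 cells expressing Q103-GFP after 100 nM tebufenozide induction; library tested in dose series, with ATPLite reagent added in the multiplex.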
Tau fibril ThT: tau fibrillization inhibition (ThT binding) | P10636 | recombinant tau K18 P301L (four-repeat tau fragment), heparin-induced fibrillization, ThT fluorescence | Potency, µM (titrated, usually from 57.4 µM), inactives show top-dose activity, negative = inhibition, actives largely listed as inhibitors | 2.1% of 270,000 active | AID 1460; further: on the % scale 0 is the no-effect control and ±100 the full control effect; nearly all actives have a fitted effect of over 55% in size
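K18 P301L tau (15 uM + 0.24 uM Alexa 594-tagged), heparin 20 uM, NaOAc pH 7, 6 h 37 C; ThT 30 uM, 1 h RT, ex 450/em 510 nm.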
SMN2 splice up: enhancers of SMN2 splice variant expression; Potency, µM (titrated, usually from 46.1 µM), for the others: at the highest dose activity change, positive = activation, hits mostly activators; AID 1458; HEK293 SMN2-luciferase splicing reporter, luminescence, 30-36 h; 2.8% of 210,000 active; further: % of control where 0% means no effect; nearly all actives have a fitted effect of over 55% in size
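HEK293 cells carry an SMN2 […]–luciferase reporter in which exon 7 inclusion puts luciferase in frame. Cells were plated 10-12 h before compound addition, then incubated 30-36 h at 37C. ONE-Glo luminescence was read; sodium butyrate at 4.5 mM final served as control.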
HTT ATP protect: protects HTT-Q103 PC12 cells, measured by ATP; AID 1471; Potency, µM (top dose mostly 56.4 µM), without a hit: cytoprotection (ATP increase), actives largely listed as activators; PC12 HTT-Q103 induced, cytoprotection, ATP luminescence, 40 h; 0.14% of 230,000 active;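 further: % of control where 0% means no effect; nearly all actives have a fitted effect of over 45% in size; toxic huntingtin expression switched on by the ecdysone agonist tebufenozide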
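Compounds added alongside 100 nM tebufenozide, which induces toxic Q103 huntingtin exon 1-GFP in stable PC12 cells; surviving cells quantified by luminescent ATP measurement. Medium: phenol red-free DMEM, 5% equine and 5% calf serum.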
ALDH1A1 inh: inhibitors of human aldehyde dehydrogenase 1A1. Purified ALDH1A1, NADH fluorescence, propionaldehyde substrate. Potency, µM (highest dose often 75.3 µM), for inactives: top-dose activity, negative = inhibition, actives largely listed as inhibitors. 7.3% of 220,000 active; active means well fitted inhibition curve with a large enough effect, not every such curve was filed as active; inconclusive means small, poorly fitted or top-dose-only effect, or another doubt; inactive means no such curve, though single readings can be large or run the other way;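 further: plate controls were no enzyme wells and a reference inhibitor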
Target sequence (P00352 whole entry, looked up): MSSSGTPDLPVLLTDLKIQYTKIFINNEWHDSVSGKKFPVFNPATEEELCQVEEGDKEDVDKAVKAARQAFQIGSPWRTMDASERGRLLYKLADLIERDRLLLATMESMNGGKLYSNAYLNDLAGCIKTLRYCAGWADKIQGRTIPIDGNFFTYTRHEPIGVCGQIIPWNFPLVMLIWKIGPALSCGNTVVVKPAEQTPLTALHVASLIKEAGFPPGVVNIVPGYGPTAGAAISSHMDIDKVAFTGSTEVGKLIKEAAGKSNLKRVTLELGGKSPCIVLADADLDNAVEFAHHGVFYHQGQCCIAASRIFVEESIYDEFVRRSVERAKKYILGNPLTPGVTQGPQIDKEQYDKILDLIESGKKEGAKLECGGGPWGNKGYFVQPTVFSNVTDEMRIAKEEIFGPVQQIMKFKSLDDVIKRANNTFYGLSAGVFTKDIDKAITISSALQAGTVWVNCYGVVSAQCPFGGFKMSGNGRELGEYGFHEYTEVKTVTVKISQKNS
* hit, by the source's call; ? = inconclusive; . = no result given; & = joins results of further samples; [ ] = remark or other dose. Unless noted, the call rests on the fitted dose curve; in most records, active means well fitted curve in the direction sought with a large enough effect; inconclusive means small, poorly fitted or top-dose-only effect, or another doubt; inactive means no such curve, though single readings can be large; an effect the other way counts as inactive or inconclusive. Potency means the concentration at half of the fitted maximal effect. Not all compounds are listed (hit frequency here may not be typical).

canonical_smiles | JMJD2E inh | Tau fluor cs | Tau FP inhib | HTT aggregate | Tau fibril ThT | SMN2 splice up | HTT ATP protect | ALDH1A1 inh
COc1ccc(-n2c(SCC(=O)NCCCN3CCCC3=O)nnc2C(C)N2CCCCC2)cc1 (stereo not given) | -4% | -10% | 3% | 14% | -8% | 16% | 2% | 10%
CCCCNC(=O)Cc1coc2ccc3ccccc3c12 | -11% | -10% | 3% | 2% | -4% | -7% | 3% | -1%
CCOc1ccc2[nH]c(=O)c(CN(Cc3ccco3)C(CC)c3nnnn3Cc3ccccc3)cc2c1 (stereo not given) | ? | -12% | ? | -2%[9.22 µM] | 25µM* | -18% | -24% | ?
CCN1C(=O)C=CC1=O | 5% | 5% | ? | . | -2% | -8% | 8%[1.9 µM] | ?
O=C(OC(C(=O)NC1CCCC1)c1ccccc1F)c1ccco1 (stereo not given) | 8% | 4% | 3% | 10% | 9% | -5% | 2% | -7%
CN1CCN(c2ccccc2NC(=O)c2ccc(Br)o2)CC1 | 0% | 0% | -2% | 5% | -8% | 24% | -8%[0.074 µM] | -1%
CCCC(=O)NC(=S)Nc1ccc(NC(=O)c2cccs2)cc1 | 16% | -13% | 9% | ? | -17% | -25% | 13% | -5%
COc1ccc(C2CC(=O)c3cc(-c4nc(-c5cccc([N+](=O)[O-])c5)cs4)c(=O)n(-c4ccc(F)cc4)c3C2)cc1 (stereo not given) | . | ? | 5% | . | 7% | -5% | . | .
CCc1nnc(NS(=O)(=O)c2ccc(NC(=S)NC(=O)c3cccs3)cc2)s1 | 1% | -3% | 4% | 2%[9.22 µM] | -3% | . | -6%[10 µM] | 25µM*
COc1ccc(CNC(=O)/C=C/C(=O)O)cc1 | -6% | -9% | -10% | -7%[9.22 µM] | -9% | . | 8%[10 µM] | -1%
CCN1CCN(C(=O)CN(C)S(=O)(=O)c2ccc(Cl)cc2)CC1 | 7% | 0% | 6% | 11%[9.22 µM] | -3% | -14% | 17% | 7%
CC(NC(=O)c1ccc(Br)s1)C1CCCO1 (stereo not given) | -9% | -4% | 0% | -4% | 3% | -36%[inhibitor] | 22% | ?
Cc1cc2cccc(C)c2nc1SCC(=O)N(C)c1nc(-c2ccccc2)cs1 | -6% | -11% | -3% | 5% | -9% | -12% | 36% | -6%
CC(=O)c1cccc(NC(=O)COc2ccccc2)c1 | 13% | -9% | ? | 10% | -10% | -6% | -1%[1.9 µM] | 12%
CCCCN(CCCC)C(=O)c1cc2ccccc2c(=O)o1 | -4% | 4% | 5% | -24% | -6% | -16% | . | ?
Cc1nc(SCC(=O)NCc2ccc3c(c2)OCO3)c(C#N)c2c1CCCC2 | -5% | -11% | 1% | -6% | -10% | -12% | 4% | ?
CCN(CC)c1nc2c(s1)C(=O)NCCC2 | 1% | -7% | -7% | -10% | -1% | 2% | -1% | ?
O=C(O)C(C(=O)/C=C/c1ccco1)=C1SCCS1 | -23% | -16% | ? | ? | 16µM* | -58%[inhibitor] | -3% | 13µM*
CCC(C)c1ccc(O)c(NC(=O)c2cccnc2)c1 (stereo not given) | 1% | -19% | -4% | -23% | -8% | -3% | -6% | 11µM*
CCCc1noc2c1C(c1ccoc1)C(C#N)=C(N)N2 (stereo not given) | -21% | -20% | -18% | 9% | ? | -2% | 0% | ?
COC(=O)c1cc2sc(Cl)cc2n1Cc1nc(-c2cccc(C)c2)oc1C | -3% | -15% | -2% | 17% | -13% | 0% | -50%[inhibitor] | -5%
O=C(NCc1ccccc1)c1ccc(S(=O)(=O)N2CCCc3ccccc32)cc1 | -7% | ? | -7% | -18% | -13% | -13% | -44%[inhibitor] | -11%
COc1ccc(/C=C/C(=O)c2ccc(NS(=O)(=O)c3ccc(C)cc3)cc2)cc1O | -21% | ? | 0% | 25% | ? | -2%[1.84 µM] | 11%[10 µM] | -11%
O=C(NCCn1cc(SCc2cccc(F)c2)c2ccccc21)c1cccc(C(F)(F)F)c1 | . | ? | -14% | . | ? | -89%[inhibitor] | . | .
CN(C)/N=N/c1nc[nH]c1C(N)=O | ? | -9% | -14% | -10% | -2% | -41%&-48%[inhibitor] | -60%&40%[inhibitor] | ?

The closing two compounds of the part above open the next one.
canonical_smiles | JMJD2E inh | Tau fluor cs | Tau FP inhib | HTT aggregate | Tau fibril ThT | SMN2 splice up | HTT ATP protect | ALDH1A1 inh
O=C(NCCn1cc(SCc2cccc(F)c2)c2ccccc21)c1cccc(C(F)(F)F)c1 | . | ? | -14% | . | ? | -89%[inhibitor] | . | .
CN(C)/N=N/c1nc[nH]c1C(N)=O | ? | -9% | -14% | -10% | -2% | -41%&-48%[inhibitor] | -60%&40%[inhibitor] | ?
CCC(=O)c1c[nH]c(C(=O)NCc2cccs2)c1 | -7% | -5% | 0% | -8%[9.22 µM] | -1% | . | -1%[10 µM] | .
Cc1sc2ncn(CC(=O)NCC(=O)N(C)C3CCCCC3)c(=O)c2c1C | -7% | -9% | 7% | 2% | -7% | -11% | 4%[10 µM] | -2%
CC(C)Cc1nc(N2CCN(C(=O)C(C)C)CC2)c(C#N)c2c1CCC2 | ? | 1% | 12% | ? | -20% | -13% | -15% | ?
CCC(C(=O)Nc1ccccc1)n1nc(-c2cc(C)ccc2C)ccc1=O (stereo not given) | . | -16% | -10% | . | -6% | -3% | . | .
CCOC(=O)CSc1ccc2nnc(-c3cccs3)n2n1 | -10% | 1% | -5% | -14% | -7% | 13% | 25%[10 µM] | -9%
Nc1c(C(=O)NC2CC2)sc2nc3c(c(-c4ccco4)c12)CC/C3=C/c1ccco1 | ? | ? | ? | 22% | 8.9µM* | -27% | 10%[10 µM] | 16µM*
Cc1nc2ccccn2c1C(=O)N/N=C/c1ccc(CNC(=O)C(=O)Nc2ccccc2)o1 | ? | -22% | -1% | 29% | ? | ? | . | ?
O=C(Nc1ccc2nc(-c3ccccn3)c(-c3ccccn3)nc2c1)N1CCOCC1 | -14% | 8% | 5%[2.34 µM] | 25%[9.22 µM] | 2% | . | ? | 2%
COc1cccc(NC(=O)NCCCSC2CCCCC2)c1 | 0% | ? | -15% | ? | -10% | -14% | -15% | ?
COc1ccc(CCNC(=O)CSc2cn(CCNC(=O)c3c(F)cccc3F)c3ccccc23)cc1OC | . | -20% | 7% | . | ? | -1% | . | .
C/C=C/C(=O)OCC(=O)Nc1cccc(Br)c1 | -4% | -5% | 7% | -9% | -5% | -1% | -42%[inhibitor] | -8%
Cc1ccc(C(=O)CSc2cc(C)nc(SCC(=O)c3ccccc3)n2)cc1 | -3% | -26% | -1% | -7% | -14% | . | 15% | -9%
COC(=O)C1CCN(C(c2ccc(OC)c(OC)c2)c2sc3nc(C)nn3c2O)CC1 (stereo not given) | -1% | 3% | 5% | -20% | -6% | -2% | 2%[10 µM] | 1%
CCOC(=O)c1c(C)[nH]c(C(=O)COC(=O)C(C)Oc2ccc(Cl)cc2Cl)c1C (stereo not given) | -5% | -25% | -11% | 6% | -9% | 12% | 11%[1.9 µM] | 8%
CCOc1cc(C2C(C(=O)c3ccc(C)cc3)=C(C(=O)OC)Nc3nnnn32)ccc1O (stereo not given) | 5% | -12% | -5% | 5% | -18% | 5% | 6%[10 µM] | -9%
O=[N+]([O-])c1ccc(N/N=C/c2sc(N3CCOCC3)nc2-c2ccccc2)c(S(=O)(=O)Nc2ccc(Cl)cc2)c1 | -1% | ? | 15% | 3.5µM* | ? | -74%[inhibitor] | -64%[inhibitor] | -4%
O=c1[nH]nc(Cc2ccc(-c3ccccc3Cl)o2)c2ccccc12 | -2% | -8% | -6% | 7% | -5% | -8% | 1%[10 µM] | 2%
Cc1ccc(NC(=O)CCSCCC(=O)Nc2ccc(C)c(C)c2)cc1C | -1% | -24% | -2% | -25% | ? | -1% | -7% | 18µM*
CC(O)CNc1nc2ccccc2n1CC(=O)NCC(F)(F)F (stereo not given) | 7% | 2% | -7% | 8% | 4% | 5% | 17%[10 µM] | 20%
CCc1ccc(NC(=S)N2CCNC(=O)C2CC(=O)OC)cc1 (stereo not given) | 0% | -4% | 5% | 9% | -3% | 1% | . | 6%
CCOC(=O)c1cc(-c2ccccc2)sc1NC(=O)c1cc(OC)c(OC)c(OC)c1 | ? | -1% | 5% | 0% | 2% | -24% | 5%[10 µM] | ?
CCn1cc(C2=NC(c3ccccc3)CO2)c2ccccc21 (stereo not given) | -21% | -15% | -3% | -8% | -14% | -3% | -9% | 2%
CN(C)c1nc(N)nc(CSc2n[nH]c(-c3ccccc3)n2)n1 | 7% | 2% | -6% | -26% | -7% | -10% | -6% | 9%
CC1CN(C(=O)c2ccccc2)C(=Nc2cccc(S(=O)(=O)N(C)C)c2)S1 (stereo not given) | 2% | -12% | -3% | ? | -2% | -12% | -3%[10 µM] | -6%
COC(=O)c1ccc(C(NC(=O)OCc2ccccc2)/C(F)=C/[C@@H](C)C(=O)NCCO)cc1 (stereo not given in full) | 1% | -12% | -6% | . | -7% | 1% | 1% | 0%
COC(=O)c1ccccc1NC(=O)c1ccc(COc2ccccc2)o1 | ? | -23% | -6% | 5% | -16% | -12% | -57%[inhibitor] | -7%
NC1=NCC(O)=C1c1nc2ccccc2[nH]1 | 6% | -11% | -3% | -6% | ? | -7% | -28% | 9%
Cc1ccc(C)c(N2CCN(C(=S)Nc3ccc4nc(N5CCN(C)CC5)cc(C)c4c3)CC2)c1 | ? | ? | 9% | ? | ? | -13% | -19% | -7%
CCOC(=O)OCC1OC(c2ccccc2)C=CC1Oc1ccc2oc(=O)cc(C)c2c1 (stereo not given) | . | -6%[11.6 µM] | -3%[11.6 µM] | . | -3%[11.5 µM] | . | 15%[10 µM] | ?
O=c1cc(N2CCOCC2)[nH]c(=O)n1Cc1ccc(F)cc1 | -4% | -8% | 4% | 2% | -10% | 2% | -23% | 7%
CN(c1ccccc1)c1ccc(/C=N/NC(=O)CC#N)cc1 | -3% | -10% | -1% | 8% | -6% | -60%[inhibitor] | . | -1%
Cc1ccc(Cn2c(SCc3ccc(C(=O)N4CCCCCC4)cc3)nc3ccncc32)cc1 | . | 3% | 2% | . | -5% | -67%[inhibitor] | . | .
